Assay outcomes: PubChem, Southern Research Specialized Biocontainment Screening Center
PhoP GFP inhibition: Inhibition of PhoP regulon, Salmonella typhi GFP reporter cells, confirmation, 4 h (AID 1850) | hit rate 0.33% among 310,000 | Salmonella Typhi PhoP-promoter GFP reporter, fluorescence, 4 h; higher % means a stronger effect | inhibition, % at 50 µM, or IC50 in µM where a hit was titrated; in the data active = a potency from the dose series; inconclusive = inhibition mostly from about 25% at the one dose, without a potency; inactive = the rest, 99 in 100 with inhibition below about 19%;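 also: 0% = induced wells with vehicle and 100% = uninduced wells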
H1N1 NS1A inhibition: H1N1 influenza NS1A inhibitors, functional cell based assay (AID 504329); NS1A functional cell-based assay, percent inhibition; higher % means a stronger effect; inhibition, % at 12.5 µM; hits with a dose series show IC50 in µM; hit rate 0.3% among 340,000; in the data active = a potency from the dose series; inconclusive = inhibition above about 27% without an active follow-up result; also: strong numbers were not always called active
VEEV TC-83 Vero: inhibitors of VEEV TC-83 cytopathic effect, confirmation, Vero cells (AID 588727). Vero cells, VEEV TC-83 cytopathic effect inhibition; higher % means a stronger effect. one-dose inhibition, % at 20 µM; IC50 in µM for titrated hits. hit rate 0.13% among 350,000; in the data active = a potency from the dose series; inconclusive = inhibition mostly from about 14% at the one dose, without a potency; inactive = the rest, 99 in 100 with inhibition below about 12%; also: strong numbers were not always called active
M. tuberculosis HTS: M. tuberculosis growth inhibition, HTS (AID 449762) | hit rate 0.59% among 330,000 | M. tuberculosis H37Rv growth inhibition, 7H9 media; higher % means a stronger effect | inhibition, % at 25 µM; hits with a dose series show IC50 in µM; in the data active = a potency from the dose series; inconclusive = inhibition above about 70% without an active follow-up result;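 also: bacterial growth assessed after seven days of incubation; strong numbers were not always called active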
M. tuberculosis: growth inhibition of non-replicating M. tuberculosis (AID 488890). Mycobacterium tuberculosis non-replicating, growth inhibition; higher % means a stronger effect. hit rate 0.39% among 320,000. inhibition, % at 25 µM, or IC50 in µM where a hit was titrated; in the data active = a potency from the dose series; inconclusive = inhibition mostly from about 82% at the one dose, without a potency; inactive = the rest, 99 in 100 with inhibition below about 76%;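 also: plate controls were DMSO cells for no effect and high antibiotic wells for full effect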
VEEV TC-83 Vero 10K pilot screen: further read-out of VEEV TC-83 Vero, marked with its call; inhibition, %; measured here: 10K pilot screen inhibition
Starred values were filed as active, the others as inactive; i = inactive; ? = inconclusive; . = no result given.

SMILES	PhoP GFP inhibition	H1N1 NS1A inhibition	VEEV TC-83 Vero	M. tuberculosis HTS	M. tuberculosis	others
CC1(c2ccccc2)NC(=O)N(NC(=O)COC(=O)c2cc(Br)ccc2O)C1=O (stereo not given)	1%	-5%	0.3%	-3%	16%
O=C1CCCC(=O)C1Sc1ccc(Cl)cc1	-6%	4%	1.3%	-7%	-1%
Cc1ccccc1N1CCN(CCCCN2C(=O)C3CCCN3C2=O)CC1 (stereo not given)	-1%	30%	2.2%	6%	-21%
CN1CCCN(C(=O)c2c(F)cccc2Cl)CC1	-4%	-2%	i	-4%	-4%
COc1ccc(NC(=O)C2=CC=CN3CCS(=O)(=O)N=C23)c(OC)c1	.	2%	1.9%	2%	11%
O=S(=O)(NCC1CCCO1)c1ccc(S(=O)(=O)N(Cc2ccccc2F)C2CCCCC2)cc1 (stereo not given)	2%	-7%	i	2%	1%
COc1ccc(S(=O)(=O)N(C)C[C@H]2Oc3ccc(NS(=O)(=O)c4cccs4)cc3CC(=O)N([C@H](C)CO)C[C@H]2C)cc1	.	-13%	6.3%	5%	26%
NC(=O)CSc1nnc(SCc2ccc(F)cc2)s1	-1%	-3%	i	?	?
CN(CCOc1ccc(Cl)cc1)C(=O)C1CCN(C(=O)c2ccc(Cl)cc2)CC1	-3%	20%	6.2%	6%	33%
Nc1nnnn1CC(=O)N/N=C/C=C/c1ccccc1	7%	.	0.3%	5%	64%
CCn1c(SCC(=O)c2ccc(OC)cc2)nnc1C1CC1	-8%	3%	0.7%	-3%	13%
Cc1cc2ccccc2n1CCC(=O)O	4%	-14%	0.2%	-4%	-2%
COc1ccc(NC(=O)CCNC(=O)Cn2ccc3ccccc3c2=O)c(OC)c1	-8%	4%	2.5%	-10%	-4%
CC(=O)N1CCN(CC(=O)Nc2ccc3c(c2)CCC3)CC1	-9%	-11%	1.9%	-3%	-31%
COc1ccccc1N1CCN(C(=O)c2sc3nc4n(c(=O)c3c2C)CCC4)CC1	-3%	5%	3.0%	0%	-8%
COc1ccc(NC(=O)CN(C)CC(=O)NC2CCC(C)CC2)cc1 (stereo not given)	.	-1%	0.2%	3%	14%
O=C(CNC(=O)C(c1ccccc1)c1ccccc1)N/N=C\c1ccc(C(=O)O)cc1	-33%	1%	1.1%	3%	-14%
COc1ccc(N2CC(C(=O)Nc3nnc(SCC(=O)NCc4ccco4)s3)CC2=O)cc1 (stereo not given)	-9%	-6%	2.7%	-16%	5%
CCN(CC)C(=O)[C@H]1C[C@H](CC(=O)NC/C=C(\C)CCC=C(C)C)C(=O)N2CCc3c([nH]c4ccc(Cl)cc34)[C@]12C	.	-5%	1.1%	.	.
CCN(Cc1ccccc1)C(=O)c1cc(-c2ccc(OC)c(OC)c2)nc2ccccc12	-11%	-17%	6.6%	-7%	27%
COc1ccc2nc(Cl)c(C3CC(c4ccco4)=NN3C(=O)CCC(=O)O)cc2c1 (stereo not given)	-3%	-12%	0.8%	5%	-19%
COc1ccc([C@@H]2[C@@H]3C(=O)N(C(C)(C)C)C(=O)[C@@H]3[C@]3(C)C(=O)N(c4cccc(Br)c4)C(=O)N23)cc1	0%	8%	0.9%	6%	42%
Cc1nn(CCCC(=O)NCCCN2CCN(C)CC2)c(=O)c2c1sc1ccccc12	12%	8%	1.3%	1%	23%
O=C(/C=C/Nc1nccs1)C(F)(F)Cl	5%	-14%	0.3%	-4%	2%
Cc1ccccc1NC(=O)CCN1CCc2ccccc2C1	8%	0%	0.3%	3%	12%
COc1ccc(S(=O)(=O)Nc2ccc3c(c2)C(=O)N([C@H](C)CO)C[C@H](C)[C@@H](CN(C)C(=O)Nc2ccc(C(F)(F)F)cc2)O3)cc1	.	5%	1.0%	1%	51%
Cc1nn2c(-c3ccccn3)ccnc2c1Br	-6%	8%	i	-1%	35%
N#Cc1ncc(N=Cc2ccc(N(CCCl)CCCl)cc2)s1	.	0%	0.4%	.	.
Cc1ccc(S(=O)(=O)N2CCN(C(=O)COC(=O)c3ccccn3)CC2)c(C)c1	5%	1%	6.8%	0%	-9%
COc1ccc(CCN2C(=O)CC(Cc3ccccc3)C2=O)cc1OC (stereo not given)	13%	-13%	1.6%	8%	10%
CC(C)CNC(=S)NNC(=O)c1ccc2c(c1)OCO2	-9%	11%	0.9%	.	.
Cc1ccc(-c2nc3ncccc3o2)cc1NC(=O)c1sc2ccccc2c1Cl	-15%	-18%	3.4%	1%	8%	VEEV TC-83 Vero 10K pilot screen=0.8
CCOC(=O)C1CCN(C(=O)CNC(=O)c2nn(-c3ccc(OC)cc3OC)c(=O)c3ccccc23)CC1	15%	8%	i	7%	1%
Cc1cccc(NC(=O)c2ccccc2C(=O)O)c1	-7%	-6%	1.3%	-23%	8%
CC(C)(C)c1ccc(OCC(=O)N2CCN(C=O)CC2)cc1	-1%	-8%	0.3%	1%	-10%
CN(C)CCNC(=O)c1onc(CSc2nc3ccccc3[nH]2)c1C(=O)NCCN(C)C	-4%	-19%	7.0%	2%	5%
O=C(O)c1cccc2c1C(=O)c1ccc(N3CCCCC3)cc1S2(=O)=O	.	-9%	0.0%	-13%	-2%	VEEV TC-83 Vero 10K pilot screen=0.1
CCN(CC(=O)Nc1ccc(OC)cc1)C(=O)c1ccc(=O)n(Cc2ccccc2)n1	.	1%	5.3%	-6%	6%
Fc1ccc(OCCCCCCN2CCCC2)cc1	-5%	-1%	0.2%	30%	7%
CCOc1ccc(-n2c(O)c(N=Nc3c(C)n(C)n(-c4ccccc4)c3=O)c(=O)[nH]c2=O)cc1	5%	.	i	11%	-7%
Cn1c2ccccc2c(=O)c2cc(C#Cc3cccc(N)c3)ccc21	.	-10%	3.2%	-2%	.
CN(C)Cc1ccc(CNC(=O)COc2ccc3ccccc3c2)cc1	1%	-7%	0.7%	6%	-9%
OCCN(CCO)c1ccc2ccccc2c1	1%	-3%	0.7%	-2%	7%
CC1=C(C)CC(C(=O)N2CCN(Cc3ccc4c(c3)OCO4)CC2)C(C(=O)O)C1 (stereo not given)	1%	8%	0.7%	1%	12%
CCC(C)n1c(=N)c(C#N)cc2c(=O)n3cccc(C)c3nc21 (stereo not given)	4%	-4%	1.2%	6%	-7%
O=C(c1ccccc1)N1CCCCC(Sc2nnnn2-c2ccccc2)C1=O (stereo not given)	-11%	-16%	i	-8%	-4%
CCOC(=O)CNC(=O)CSc1nc(C)cc(C)c1C#N	2%	3%	i	-6%	33%
CN(C)C(=O)c1ccc(COc2ccccc2Br)o1	-12%	-13%	0.0%	-6%	4%
Cc1ccc(CS(=O)(=O)CCC(=O)NCC2CCCO2)cc1 (stereo not given)	-9%	-6%	0.5%	-14%	-2%
Cc1ccccc1NS(=O)(=O)c1c(C(=O)N2CCCCCC2)c(C)n(C)c1C	-1%	1%	i	3%	8%
Cc1cc(NC(=O)CCC(=O)N(C2CC2)C2(C(=O)NC3CCCC3)CCC(C)CC2)no1 (stereo not given)	-11%	-1%	3.3%	2%	20%
COc1ccc(C)cc1NCc1ccc(OC)c(C)c1OC	-1%	-6%	i	-2%	0%
CC(C)CN(C(=O)CCNC(=O)c1ccccc1Cl)C1CCS(=O)(=O)C1 (stereo not given)	.	6%	0.2%	5%	-2%
CCCSc1nc(O)c(CC)c(=O)n1C(C)CC (stereo not given)	-8%	-4%	i	8%	39%
Cn1nc(C(=O)NC2=NCCS2)ccc1=O	-3%	-5%	1.0%	1%	-8%
COC(CN(C)C(=O)C1CCC(CNS(=O)(=O)c2ccc(C)cc2)CC1)OC (stereo not given)	-1%	-12%	i	1%	-4%
CN(Cc1ccccc1)CC(O)COc1ccc(CNCc2cccnc2)cc1 (stereo not given)	6%	-7%	1.9%	-7%	3%
CN1CCN(c2ncnc3ccc(Br)cc23)CC1	-13%	3%	6.2%	4%	4%	VEEV TC-83 Vero 10K pilot screen=3.9
COc1ccc(CN2CCNC(=O)C2CC(=O)NC2CCCC2)c(OC)c1 (stereo not given)	-1%	9%	3.3%	6%	26%
COc1ccc(OC(=O)c2ccc(Cl)cc2)c(C(C)=O)c1	-3%	-4%	2.3%	47%	16%

Compounds listed so far that have an NH in an aromatic ring:
SMILES	PhoP GFP inhibition	H1N1 NS1A inhibition	VEEV TC-83 Vero	M. tuberculosis HTS	M. tuberculosis	others
CCN(CC)C(=O)[C@H]1C[C@H](CC(=O)NC/C=C(\C)CCC=C(C)C)C(=O)N2CCc3c([nH]c4ccc(Cl)cc34)[C@]12C	.	-5%	1.1%	.	.
CN(C)CCNC(=O)c1onc(CSc2nc3ccccc3[nH]2)c1C(=O)NCCN(C)C	-4%	-19%	7.0%	2%	5%
CCOc1ccc(-n2c(O)c(N=Nc3c(C)n(C)n(-c4ccccc4)c3=O)c(=O)[nH]c2=O)cc1	5%	.	i	11%	-7%

Quoted at random: 5 records from the list, in no set order.
SMILES	PhoP GFP inhibition	H1N1 NS1A inhibition	VEEV TC-83 Vero	M. tuberculosis HTS	M. tuberculosis	others
Cc1ccccc1N1CCN(CCCCN2C(=O)C3CCCN3C2=O)CC1 (stereo not given)	-1%	30%	2.2%	6%	-21%
O=C(CNC(=O)C(c1ccccc1)c1ccccc1)N/N=C\c1ccc(C(=O)O)cc1	-33%	1%	1.1%	3%	-14%
COC(CN(C)C(=O)C1CCC(CNS(=O)(=O)c2ccc(C)cc2)CC1)OC (stereo not given)	-1%	-12%	i	1%	-4%
N#Cc1ncc(N=Cc2ccc(N(CCCl)CCCl)cc2)s1	.	0%	0.4%	.	.
COc1ccc2nc(Cl)c(C3CC(c4ccco4)=NN3C(=O)CCC(=O)O)cc2c1 (stereo not given)	-3%	-12%	0.8%	5%	-19%

Going on with the list:
SMILES	PhoP GFP inhibition	H1N1 NS1A inhibition	VEEV TC-83 Vero	M. tuberculosis HTS	M. tuberculosis	others
CCn1c(SCC(=O)NC2CCCC2)nc2c1c(=O)n(C)c(=O)n2C	6%	-3%	0.7%	7%	-8%
CCCCC(=O)Nc1cccc(C(=O)Nc2ccccc2C(=O)O)c1	0%	-1%	0.9%	-1%	-8%
O=C(COC(=O)/C=C/c1cccc(Br)c1)NCCc1ccccc1	4%	-1%	2.5%	44%	20%
CCCCC(=O)Nc1cccc(-c2nc3ncccc3o2)c1	7%	-2%	6.6%	9%	6%
COc1ccc(-c2cc(C(=O)N(C)Cc3ccccc3F)c3ccccc3n2)cc1OC	-13%	-10%	10%	4%	18%
C/C(=N\Nc1nc(C)cc(-c2ccccc2)n1)c1ccc(C)o1	0%	1%	1.2%	?	48%
COC(=O)C(C(=O)OC)c1ccccc1[N+](=O)[O-]	4%	-5%	1.9%	4%	-6%
CCC(=O)Nc1ccc(-c2cc(-c3ccccc3)nc(-c3ccc(NC(=O)CC)cc3)n2)cc1	-2%	8%	3.5%	2%	5%
CC1(C)CC(=O)c2cnc(NC(=O)c3ccco3)nc2C1	-2%	1%	3.2%	-6%	-11%
S=c1[nH]ncn1/N=C/c1cccs1	7%	2%	1.2%	-2%	-8%
CCOC(=O)CNC(=O)Nc1nnc(-c2ccc(OCC)cc2)o1	-3%	-5%	5.1%	-4%	-16%
COc1ccccc1-c1nn2c(=O)cc(C)nc2s1	7%	5%	2.2%	-4%	-8%
Cc1ccc(S(=O)(=O)N2CCC(C(=O)OCC(=O)N3CCCCC3C)CC2)cc1C (stereo not given)	3%	-4%	0.3%	1%	32%
CCOC(=O)C1CCCN(C(=O)c2cc3c(=O)n4ccccc4nc3s2)C1 (stereo not given)	-6%	-3%	0.9%	-5%	-18%
O=C(CSc1ccsc1[N+](=O)[O-])N1CCCCC1	0%	6%	i	8%	78%
Fc1ccc(Oc2ncccn2)c(F)c1	-10%	13%	i	4%	1%
COc1ccccc1Nc1ncccc1C(=O)NCc1ccccc1	-9%	2%	i	-2%	18%
O=C(OCCN=C1NS(=O)(=O)c2ccccc21)c1ccccc1F	-9%	6%	1.3%	-12%	-8%
O=[N+]([O-])c1ccc(S(=O)(=O)NCC(c2cccnc2)N2CCc3ccccc32)cc1 (stereo not given)	9%	10%	6.0%	49%	12%
CCOc1ccc(CN2CCN(CC(O)Cn3c4ccccc4c4ccccc43)CC2)cc1 (stereo not given)	?	5%	1.0%	?	?
Oc1c(CN2CCCC(C(F)(F)F)C2)cc(Cl)c2ccccc12 (stereo not given)	-8%	25%	1.5%	5%	?
CCCCN1C(N)=NC[C@@H]1c1ccccc1	-18%	-3%	0.2%	4%	-18%
CC(Sc1nnc(-c2cccnc2)o1)C(=O)NC1CCCCC1 (stereo not given)	.	-13%	i	-7%	77%
C=Cc1ccc(Cn2c(=O)n(C)c(=O)c3sccc32)cc1	6%	19%	i	4%	25%
O=C(OCc1cccc2ccccc12)c1ccc2c(=O)[nH]c(CN3CCOCC3)nc2c1	.	3%	5.5%	.	.

An unsorted share of the library. Share with any hit: about 1.5%.
